GPR35 arrestin U2OS = GPR35 antagonists blocking zaprinast-driven arrestin recruitment, primary screen, imaging, U2OS, beta-arrestin-GFP, zaprinast agonist (AID 2058); 290,000 compounds, 0.052% hits; U2OS GPR35 beta-arrestin-GFP translocation imaging, zaprinast antagonism; higher % means a stronger effect; one-dose inhibition, % at 10 µM; IC50 in µM for titrated hits;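 active = inhibition of at least 50% with at least 30 cells and total cytoplasm GFP at most 10,000,000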
T cell HTS = T cell immune modulation candidate. 2C CD8+ T cell-vesicle binding, flow cytometry; active compounds read low. calls only at 7 µM. 330,000 compounds, 0.068% hits;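 active = response, share of CD8 T cells binding vesicles, and their 90th percentile fluorescence all below set limits, cut at about 80% in these data, passing the limit was not always enough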
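Also added: QL9-peptide-loaded Drosophila micro-vesicles bearing Ld, ICAM-1 and B7-1; Test system: purified 2C TCR transgenic mouse naive CD8+ T cells; Measured by: cytometric PE anti-B7-1 and Alexa647 anti-CD8 signals after 1% paraformaldehyde fixation; Timing: binding step 1.5 h, 37 °C, antibody labelling 20 min, ice.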
West Nile virus CPE = West Nile virus antiviral activity, cell-based, CPE readout (AID 1621); West Nile virus-infected cells, CPE inhibition; higher % means a stronger effect; CPE inhibition, % at 10 µM; hits with a dose series show IC50 in µM; 290,000 compounds, 0.02% hits; in the data active = a potency from the dose series; note: strong numbers were not always called active
KOR beta-arrestin-1 = KOR antagonists, beta-arrestin recruitment, cell-based, luminescence, uHTS (AID 1778) | inhibition, % at 10 µM; hits with a dose series show IC50 in µM | 290,000 compounds, 0.091% hits | KOR beta-arrestin recruitment, luminescence, antagonist mode; higher % means a stronger effect; in the data active = inhibition above about 50%; note: strong numbers were not always called active
NTR1 ag = NTR1-driven beta-arrestin-GFP spot formation – imaging, U2OS cells, high content, primary screen (AID 493036) | agonist mode | 330,000 compounds, 0.17% hits | activation, % at 20 µM | P30989;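 active = activation at or above 40% of the spot to cytoplasm intensity ratio, with at least 20 cells analyzed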;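 note: 0% = DMSO without peptide and 100% = 100 nM NTR1 peptide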
Target sequence (P30989 whole entry, looked up): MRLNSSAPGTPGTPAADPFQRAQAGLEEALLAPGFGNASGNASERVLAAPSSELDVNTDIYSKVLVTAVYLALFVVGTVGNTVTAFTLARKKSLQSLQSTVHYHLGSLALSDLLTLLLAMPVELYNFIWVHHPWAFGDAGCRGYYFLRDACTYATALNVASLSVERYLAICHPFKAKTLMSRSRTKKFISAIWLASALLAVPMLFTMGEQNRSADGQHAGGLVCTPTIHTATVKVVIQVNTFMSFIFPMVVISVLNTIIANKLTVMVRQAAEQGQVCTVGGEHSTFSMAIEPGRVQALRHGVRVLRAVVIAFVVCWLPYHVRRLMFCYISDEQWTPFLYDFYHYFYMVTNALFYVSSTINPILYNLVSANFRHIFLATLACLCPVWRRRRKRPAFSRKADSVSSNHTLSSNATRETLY
KOR beta-arrestin-2 = KOR agonists, beta-arrestin recruitment, primary screen, cell-based, luminescence, uHTS (AID 1777); KOR beta-arrestin recruitment, luminescence; higher % means a stronger effect; activation, % at 10 µM, or EC50 in µM where a hit was titrated; 280,000 compounds, 0.02% hits; in the data active = activation above about 50%, passing the limit was not always enough; note: a part of the inactive calls stands beside numbers as strong as those of hits
GPR55 antagonists = GPR55 antagonists blocking LPI-driven arrestin recruitment, primary screen, imaging, U2OS, beta-arrestin-GFP, LPI agonist (AID 2013); 290,000 compounds, 0.13% hits; one-dose inhibition, % at 10 µM; IC50 in µM for titrated hits; U2OS GPR55 beta-arrestin-GFP translocation imaging, LPI antagonism; higher % means a stronger effect;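 active = spots per cell inhibited over 60%, with over 100 cells counted and total cytoplasm intensity under 500,000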;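 note: U2OS cells stably carrying GPR55 and arrestin-GFP stimulated by 5 µM LPI near EC80; imaged beta-arrestin-GFP aggregate spots per cell after agonist stimulation; plate controls were LPI-stimulated DMSO wells for no effect and DMSO wells without LPI for full effect; some results filed as inactive read as strong as hits; confirmed hits need IC50 under 10 µM and bright autofluorescent wells are also inconclusive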
GPR55 activation = GPR55 agonists via beta-arrestin recruitment, primary screen, imaging, U2OS cells, beta-arrestin-GFP redistribution (AID 1961). U2OS GPR55 beta-arrestin-GFP redistribution imaging; higher % means a stronger effect. activation, % at 10 µM; hits with a dose series show EC50 in µM. 290,000 compounds, 0.048% hits;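 active = activation above 40% with more than 50 cells counted in the well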;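 note: U2OS osteosarcoma cells stably expressing GPR55 and beta-arrestin-GFP; plate controls were DMSO negative control for no effect and LPI positive control for full effect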
Salmonella PhoP GFP = inhibitors of PhoP regulon expression, primary screen, Salmonella Typhimurium, GFP reporter (AID 1863); one-dose inhibition, % at 50 µM; IC50 in µM for titrated hits; 300,000 compounds, 0.16% hits; S. Typhimurium PhoP-regulated promoter GFP reporter, 4 h; higher % means a stronger effect;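 active = inhibition over 29.93%, a cutoff 3 SD above the screen mean, later confirmed by dose response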;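 note: 0% = low Mg2+ inducing control and 100% = high Mg2+ repressing control; strong numbers were not always called active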
T cell HTS vesicle-bound % = further read-out of T cell HTS, marked with its call; double positive events, %; measured here: CD8+ vesicle-bound cell fraction;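 binding gate set so that unloaded-vesicle control wells show 10% double positive cells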
NTR1 ag cell count 20 µM = recorded beside NTR1 ag, whose call it bears; cell count; measured here: cell count, cytotoxicity flag
* hit, by the source's call; i = inactive; . = no result given; [ ] = remark or other dose.

SMILES	GPR35 arrestin U2OS	T cell HTS	T cell HTS vesicle-bound %	West Nile virus CPE	KOR beta-arrestin-1	NTR1 ag	NTR1 ag cell count 20 µM	KOR beta-arrestin-2	GPR55 antagonists	GPR55 activation	Salmonella PhoP GFP
CC(=O)c1cccc(NC(=O)CN(c2ccccc2)S(C)(=O)=O)c1	-2%	i	42	0.4%	2%	-0.9	45	0.3%	8%	-0.2%	1%
O=C(NCc1ccccc1)C1CCC(=O)N(CCCN2CCCC2=O)C1 (centres undefined)	8%	i	16	0.7%	-51%	2.1	64	6.2%	-3%	-0.1%	0%
CC(C)c1ccc(NC(=O)[C@@H]2CCC(=O)N2C2OC(=O)c3ccccc32)cc1 (some centres undefined)	-13%	i	27	0.9%	22%[20 µM]	-0.6	97	-1.1%	0%	0.6%	.
C=CCN1C(=O)/C(=C/c2ccc(OC)cc2)S/C1=N/c1nccs1	7%	i	4	-0.5%	-9%	5.5	49	-0.7%	14%	-0.1%	-12%
CCn1cc(SCC(=O)NCC2CCCO2)c2ccccc21 (centres undefined)	-14%	i	20	0.0%	19%	0.2	111	0.0%	-1%	0.6%	0%
COc1ccc(NC(=O)CSc2nnc(-c3ccccc3C)n2N)cc1OC	-2%	i	56	0.0%	-11%	1.8	77	9.8%	-3%	-0.2%	6%
O=C(NCc1nc2ccccc2[nH]1)C1=C[C@H](c2csc3ccccc23)C[C@H](OCc2ccc(CO)cc2)O1	-1%	i	14	0.9%	5%	-1.0	84	.	6%	-0.1%	0%
O=C(CSc1n[nH]c(=O)n1-c1ccccc1)Nc1ccccc1	4%	i	24	0.2%	19%	0.4	46	0.1%	-4%	0.2%	-1%
COc1nc(N(C)C)nc(N2CC(=O)N(CCNS(=O)(=O)c3ccc(C)cc3)C2=N)n1	18%	i	36	0.4%	7%	2.2	72	-0.4%	-3%	0.5%	-4%
c1ccc2c(c1)oc1c(N3CCOCC3)ncnc12	7%	i	55	-0.2%	-3%	0.0	57	9.4%	4%	0.3%	-5%
COc1ccc([C@H]2C=C(C(=O)O)O[C@@H](OCCCCO)C2)cc1	3%	i	17	0.5%	15%	2.4	75	-3.0%	3%	0.6%	-4%
COc1ccc2cc(C(=O)C3CCCN(Cc4cnc(N5CCOCC5)s4)C3)ccc2c1 (centres undefined)	-1%	i	57	-0.2%	-45%[20 µM]	2.7	39	.	16%	-0.1%	3%
Cc1ccccc1-c1nc(CS(=O)(=O)CC(=O)NCCCN2C(C)CCCC2C)c(C)o1 (centres undefined)	-13%	i	16	0.7%	-12%	-0.8	85	-6.1%	-2%	-0.2%	11%
Cc1ccc(S(=O)(=O)CC(=O)Nc2nnc(C)s2)cc1	-2%	i	21	0.0%	-30%	0.7	60	-0.5%	20%	0.2%	-4%
COc1ccc(S(=O)(=O)N2CCC(C(=O)N3CCCCCC3)CC2)cc1	22%	i	40	-0.2%	-34%	2.3	69	-0.9%	-18%	0.0%	-3%
CC(C)C(CCNC(=O)CN1C(=O)c2ccccc2C1=O)c1ccco1 (centres undefined)	-2%	i	52	0.5%	39%	1.6	86	-0.7%	1%	0.5%	-9%
O=C(Nc1ccc(N2CCN(C(=O)c3ccco3)CC2)cc1)C(c1ccccc1)c1ccccc1	5%	i	24	0.1%	13%	-0.3	78	-0.5%	1%	-0.2%	-1%
O=C(CNc1cccc2ccccc12)N/N=C/c1ccc([N+](=O)[O-])o1	14%	i	50	10%	-6%	2.7	84	-2.7%	-7%	-0.1%	-3%
Cc1ccc(C(=O)NC(C(=O)Nc2ccccc2)c2ccccc2)cc1 (centres undefined)	0%	i	60	-1.5%	-22%[20 µM]	2.3	51	0.0%	17%	-0.1%	0%
CC(C)[C@H](NC(=O)c1ccccc1F)C(=O)Nc1ccc(F)c(F)c1	-10%	i	59	-0.5%	-18%	0.0	100	3.4%	8%	-0.1%	-5%
Cc1cc(OC(C)C(=O)N/N=C/CC(C)c2ccccc2)ccc1Cl (centres undefined)	-5%	i	28	0.0%	-16%	0.8	65	-1.6%	-10%	0.0%	5%
Cc1cccc(N(C(=O)CNC(=O)c2cccs2)C(C(=O)NC2CCCC2)c2cccnc2)c1 (centres undefined)	-10%	i	24	-0.4%	2%	1.4	47	-2.3%	8%	0.2%	8%
COc1ccc2c(c1)c(C(=O)OCCN(C)C)c(C)n2C	1%	i	49	-0.4%	-68%	1.3	41	2.5%	-3%	-0.1%	12%
CN(C)/C=N/N(C)c1ncccc1[N+](=O)[O-]	-3%	i	35	0.0%	22%	0.4	37	-0.8%	3%	-0.3%	-1%
CCC(=O)c1cc(F)c(N2CCN(S(=O)(=O)c3ccc(C)cc3)CC2)cc1C	-8%	i	19	-0.8%	10%	2.8	51	-3.9%	-5%	-0.3%	-1%
Remaining list, next part
SMILES	GPR35 arrestin U2OS	T cell HTS	T cell HTS vesicle-bound %	West Nile virus CPE	KOR beta-arrestin-1	NTR1 ag	NTR1 ag cell count 20 µM	KOR beta-arrestin-2	GPR55 antagonists	GPR55 activation	Salmonella PhoP GFP
CC(=O)c1cccc(NC(=O)C2CCN(S(=O)(=O)c3ccccc3)CC2)c1	8%	i	17	-0.3%	-4%	2.0	62	5.6%	-1%	0.2%	-4%
O=C(Nc1ccccc1-c1ccccc1)C(=O)Nc1ccccc1-c1ccccc1	19%	i	41	0.1%	21%	2.8	47	-0.4%	2%	0.0%	1%
CC(=O)Nc1ccc(OCC(=O)NCc2ccccc2)cc1	-22%	i	53	1.5%	-9%	-2.4	79	-1.8%	4%	-0.3%	2%
COc1ccc(C(=O)Nc2c(Cl)cc(Cl)cc2C(=O)NCCN2CCOCC2)cc1	8%	i	40	0.0%	11%	5.6	83	-2.9%	4%	-0.4%	-2%
NS(=O)(=O)c1ccc2nc(NC(=O)Nc3ccccc3F)sc2c1	3%	i	27	0.6%	-6%	4.9	61	0.5%	-7%	-0.2%	1%
CCOC(=O)c1nc(C)n(-c2cc(Cl)ccc2Cl)n1	23%	i	26	0.1%	15%	-0.5	55	0.2%	-1%	-0.2%	8%
Cc1cc(NS(=O)(=O)c2ccc(NC(=O)Cc3ccc([N+](=O)[O-])cc3)cc2)no1	3%	i	24	0.7%	8%	0.8	50	2.0%	8%	-0.1%	-6%
COC(=O)C1=C(NC(=O)CCCCl)CCS1	0%	i	48	0.1%	17%	1.8	43	2.4%	13%	0.2%	5%
O=C(Cn1nc(Cc2cccnc2)c2ccccc2c1=O)Nc1ccccc1F	-1%	i	50	0.0%	48%	1.4	70	0.5%	-7%	0.8%	1%
CC(=O)C(C)Oc1cc(C)cc2oc(=O)c(C)c(C)c12 (centres undefined)	-1%	i	22	1.6%	14%	-0.9	86	4.8%	-3%	-0.2%	4%
CCOc1ccc(-c2cn[nH]c2N)cc1	5%	i	8	1.5%	-10%	1.7	60	-3.8%	-9%	-0.2%	-4%
COc1ccc(CNC(=O)C2CCC(CNS(=O)(=O)c3cccs3)CC2)cc1 (centres undefined)	-14%	i	35	-1.0%	-17%	-1.3	46	-1.5%	4%	0.2%	0%
CCC(C)(C)NC(=O)C(c1ccc(OC)cc1)N(CCOC)C(=O)CCC(=O)Nc1nccs1 (centres undefined)	-7%	i	48	-0.5%	-42%[20 µM]	1.3	75	1.8%	12%	-0.1%	1%
O=C(NN1C(=O)/C(=C\c2ccc(O)c([N+](=O)[O-])c2)SC1=S)c1ccccc1Cl	0%	i	16	-0.2%	55%	0.6	67	1.4%	7%	0.2%	1%
Cn1c(=O)c2c(ncn2CC(=O)Nc2nc(-c3ccc(F)c(F)c3)cs2)n(C)c1=O	-4%	i	32	-0.3%	.	0.7	65	.	4%	-0.2%	-12%
COc1ccc(CN(C(=O)/C=C/C(=O)c2ccc(OC)cc2O)C(C(=O)NC2CCCCC2)c2ccncc2)cc1 (centres undefined)	-14%	i	59	-1.1%	8%	3.4	54	6.1%	7%	0.4%	6%
CC(C)c1ccc(NC(=O)c2cc(S(=O)(=O)N3CCCC3)c[nH]2)cc1	-4%	i	0	-0.4%	-20%[20 µM]	2.0	57	-2.7%	0%	-0.1%	.
CC(C)C(=O)Nc1cccc(C(=O)Nc2ccc3c(c2)OCO3)c1	13%	i	37	0.0%	-34%	-0.1	82	-1.4%	7%	0.5%	-4%
CN(C)C(CNC(C(=O)Nc1ccc([N+](=O)[O-])cc1Br)c1ccccc1)c1ccccc1 (centres undefined)	4%	i	51	-1.2%	-2%	2.6	57	-0.6%	-2%	1.1%	-6%
CCCn1c(C(O)c2ccc(OC)cc2)nc2ccccc21 (centres undefined)	1%	i	64	0.2%	-50%	0.3	58	-0.7%	4%	-0.1%	2%
COC(=O)c1ccc2c(c1)NC(=O)CS2	47%	i	51	0.0%	-21%	0.1	29	0.6%	18%	0.7%	4%
CCOc1cc(S(=O)(=O)NCCCN2CCOCC2)c(C)cc1C	8%	i	63	0.4%	-3%	2.4	58	2.7%	1%	-0.1%	-3%

Single entries from the results shown.
COc1ccc(C(=O)Nc2c(Cl)cc(Cl)cc2C(=O)NCCN2CCOCC2)cc1 in NTR1 ag reads 5.6
CCCn1c(C(O)c2ccc(OC)cc2)nc2ccccc21 (centres undefined) in West Nile virus CPE reads 0.2%
CN(C)C(CNC(C(=O)Nc1ccc([N+](=O)[O-])cc1Br)c1ccccc1)c1ccccc1 (centres undefined) in GPR55 activation reads 1.1%

Compounds shown so far containing an NH in an aromatic ring:
SMILES	GPR35 arrestin U2OS	T cell HTS	T cell HTS vesicle-bound %	West Nile virus CPE	KOR beta-arrestin-1	NTR1 ag	NTR1 ag cell count 20 µM	KOR beta-arrestin-2	GPR55 antagonists	GPR55 activation	Salmonella PhoP GFP
O=C(NCc1nc2ccccc2[nH]1)C1=C[C@H](c2csc3ccccc23)C[C@H](OCc2ccc(CO)cc2)O1	-1%	i	14	0.9%	5%	-1.0	84	.	6%	-0.1%	0%
O=C(CSc1n[nH]c(=O)n1-c1ccccc1)Nc1ccccc1	4%	i	24	0.2%	19%	0.4	46	0.1%	-4%	0.2%	-1%
CCOc1ccc(-c2cn[nH]c2N)cc1	5%	i	8	1.5%	-10%	1.7	60	-3.8%	-9%	-0.2%	-4%
CC(C)c1ccc(NC(=O)c2cc(S(=O)(=O)N3CCCC3)c[nH]2)cc1	-4%	i	0	-0.4%	-20%[20 µM]	2.0	57	-2.7%	0%	-0.1%	.

Source: PubChem (several laboratories)

Random draw from the library. Share with any hit: about 0.62%.
